RECQ1 inh – RECQ1 (human) helicase inhibition; P46063; RECQ1 DNA unwinding, red fluorescence kinetic read; Potency, µM (top dose mostly 57.3 µM), inactives show at the top dose activity, negative = inhibition, actives largely listed as inhibitors; hit rate 0.54% among 240,000;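 also: plate controls were vehicle for no effect and no enzyme for full effect; nearly all actives have a fitted effect of over 30% in size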
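50 nM RECQ1T1 preincubated 15 min with compound in Tris pH 8.0 buffer with MgCl2, DTT, Tween-20 and 2.5 ug/ml poly(dI-dC); started with 200 nM TAMRA/BHQ-2 forked duplex and 2 mM ATP. Unwinding read as fluorescence (525/598 nm), two reads 2 h apart.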
KinaseGlo FLuc – counter-screen: inhibitors of Kinase-Glo firefly luciferase. Kinase-Glo luciferase, ATP luminescence, 8 min. Potency, µM (series often up to 38.3 µM), for the others: top-dose activity change, negative = inhibition, hits mostly inhibitors. hit rate 0.28% among 200,000. AID 1379; also: % is scaled to controls: 0 for no effect and ±100 for the full control effect; nearly all actives have a fitted effect of over 60% in size
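Compound is pinned into ATP-containing buffer (10 uM ATP, imidazole pH 7.2, 7 mM MgCl2). Kinase-Glo luciferase reagent is then added. Light output is recorded following an 8-min room-temperature incubation.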
Epigenetic reg – regulators of epigenetic silencing causing reporter derepression in mouse cells | murine LDR cells, GFP reporter derepression, 30 h | Potency, µM (series often up to 53.9 µM), inactives show at the top dose GFP activation, usual class: activators | hit rate 0.2% among 280,000 | AID 1865; also: % of control where 0% means no effect; nearly all actives have a fitted effect of over 60% in size
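In this reporter-derepression format, murine cells bearing a silenced integrated CMV-GFP locus incubate with test compound (30 h, 37 C), then are washed and imaged; fluorescent objects of 20–120 um count as induced cells.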
SMN2 splice enh – SMN2 splice variant enhancement | HEK293 SMN2-luciferase splicing reporter, luminescence, 30-36 h | Potency, µM (top dose mostly 46.1 µM), for the others: top-dose activity change, positive = activation, most hits filed as activators | hit rate 2.8% among 210,000; also: % of control where 0% means no effect; nearly all actives have a fitted effect of over 55% in size
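HEK293 cells carry an SMN2 […]–luciferase reporter in which exon 7 inclusion puts luciferase in frame. Cells were plated 10-12 h before compound addition, then incubated 30-36 h at 37C. ONE-Glo luminescence was read; sodium butyrate at 4.5 mM final served as control.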
IMPase Li inh – IMPase inhibition in cells with lithium potentiation | CHO-M1 cells, IP1 TR-FRET (IP-One), carbachol + lithium | Potency, µM (top dose mostly 59.4 µM), inactives show top-dose activity, negative = IMPase inhibition, actives largely listed as inhibitors | hit rate 0.35% among 210,000 | AID 1457;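 also: IP1 builds up when IMPase is blocked and the TR-FRET signal falls; plate controls were basal vehicle for no effect and high inhibitor control for full effect; nearly all actives have a fitted effect of over 50% in size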
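Test compounds were applied to CHO-M1 cells previously cultured for 16–30 h at 2000 per well. A small lithium amount accompanied them; after 30 min at 37C, IP1 was quantified by TR-FRET.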
JMJD2E inh – JMJD2E (human) inhibition. B2RXH2. JMJD2E catalytic domain, FDH-coupled NADH fluorescence (FDH is formaldehyde dehydrogenase). Potency, µM (top dose mostly 57.1 µM), inactives show top-dose activity change, negative = inhibition, most hits filed as inhibitors. hit rate 1.6% among 230,000; active = well fitted inhibition curve with a large enough effect, not every such curve was filed as active; inconclusive = small, poorly fitted or top-dose-only effect, or another doubt; inactive = no such curve, though single readings can be large or run the other way;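 also: 0% = wells with enzyme and -100% = buffer wells without enzyme; nearly all actives have a fitted effect of over 50% in size; many of its hits are not listed in these tables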
Target sequence (B2RXH2 1-337 limits assumed): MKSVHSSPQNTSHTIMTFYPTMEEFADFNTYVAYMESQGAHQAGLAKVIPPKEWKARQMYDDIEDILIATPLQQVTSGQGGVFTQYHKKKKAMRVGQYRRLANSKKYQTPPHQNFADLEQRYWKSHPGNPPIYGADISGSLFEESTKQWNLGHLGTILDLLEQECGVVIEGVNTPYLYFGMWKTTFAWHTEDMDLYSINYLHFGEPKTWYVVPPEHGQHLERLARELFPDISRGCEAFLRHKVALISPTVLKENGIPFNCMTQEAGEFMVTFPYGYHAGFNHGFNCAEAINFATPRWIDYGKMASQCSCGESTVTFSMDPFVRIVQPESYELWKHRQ
NPSR antagonist – blocks cAMP signaling of the human neuropeptide S receptor; Potency, µM (highest dose often 38.3 µM), for inactives: top-dose activity change, negative = inhibition, usual class: inhibitors; CHO-NPSR cells, cAMP TR-FRET, antagonist mode; hit rate 1% among 220,000; also: % is scaled to controls: 0 for no effect and ±100 for the full control effect; nearly all actives have a fitted effect of over 50% in size; many of its hits are not listed in these tables
Target sequence (Q6W5P4 whole entry, looked up): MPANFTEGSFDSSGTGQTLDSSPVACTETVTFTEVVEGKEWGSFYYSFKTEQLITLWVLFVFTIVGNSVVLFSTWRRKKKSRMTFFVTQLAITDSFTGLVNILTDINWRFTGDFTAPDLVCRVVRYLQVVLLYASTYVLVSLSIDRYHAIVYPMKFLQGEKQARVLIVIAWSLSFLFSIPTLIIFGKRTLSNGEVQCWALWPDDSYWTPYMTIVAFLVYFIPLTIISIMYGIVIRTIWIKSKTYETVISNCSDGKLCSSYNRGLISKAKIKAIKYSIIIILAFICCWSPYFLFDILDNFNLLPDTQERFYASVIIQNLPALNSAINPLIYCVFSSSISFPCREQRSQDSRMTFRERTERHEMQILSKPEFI
RGS12 GoLoco inh – inhibitors of human Gai1-RGS12 GoLoco interaction (red fluorophore). P63096. hit rate 0.44% among 230,000. Potency, µM (titrated, usually from 61.6 µM), without a hit: top-dose activity, negative = inhibition, hits mostly inhibitors. Gai1:RGS12 GoLoco peptide FP, rhodamine, 10 min. AID 880; active = well fitted inhibition curve with a large enough effect, not every such curve was filed as active; inactive = no such curve, though single readings can be large or run the other way; also: % is scaled to controls: 0 for no effect and ±100 for the full control effect; nearly all actives have a fitted effect of over 30% in size; many of its hits are not listed in these tables
Target sequence (P63096 whole entry, looked up): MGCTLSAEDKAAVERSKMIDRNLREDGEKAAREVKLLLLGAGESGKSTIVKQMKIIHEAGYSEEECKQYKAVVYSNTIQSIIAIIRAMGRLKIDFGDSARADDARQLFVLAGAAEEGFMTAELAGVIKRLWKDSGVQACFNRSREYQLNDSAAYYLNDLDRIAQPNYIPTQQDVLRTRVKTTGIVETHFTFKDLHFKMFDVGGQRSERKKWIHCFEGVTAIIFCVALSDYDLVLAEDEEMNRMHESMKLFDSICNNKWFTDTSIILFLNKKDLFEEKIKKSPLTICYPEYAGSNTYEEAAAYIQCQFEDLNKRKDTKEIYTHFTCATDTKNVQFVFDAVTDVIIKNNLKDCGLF
* = called active by the depositor; [ ] = remark or other dose. Unless noted, calls follow the shape of the dose curve; as a rule, active = well fitted curve in the direction sought with a large enough effect; inconclusive = small, poorly fitted or top-dose-only effect, or another doubt; inactive = no such curve, though single readings can be large; an effect the other way counts as inactive or inconclusive. Potency is read from the fitted curve at half-maximal effect. A portion of the library; rates above refer to the full screens.

What do the screens show for `CCc1ccc(-c2nn(-c3ccccc3)cc2C2SCC(=O)N2Cc2ccco2)cc1` (stereo unspecified)?
RECQ1 inh: -9%; KinaseGlo FLuc: 3%; Epigenetic reg: -1.6%; SMN2 splice enh: -31%[inhibitor]; IMPase Li inh: 9%[38.3 µM]; JMJD2E inh: -3%; NPSR antagonist: inconclusive; RGS12 GoLoco inh: 12%

What do the screens show for `CCN1CCN(C(=O)/C=C/c2c(F)cccc2Cl)CC1`?
RECQ1 inh: -3%; KinaseGlo FLuc: -3%; Epigenetic reg: -1.2%; SMN2 splice enh: 11%; IMPase Li inh: -2%; JMJD2E inh: 3%; NPSR antagonist: 8%; RGS12 GoLoco inh: 18%

How did CCOc1ccc(NC(=O)CSc2nnc(Cn3c(=O)sc4ccccc43)n2C)cc1 do in these assays?
RECQ1 inh: 6%; KinaseGlo FLuc: -3%; Epigenetic reg: -1.0%; SMN2 splice enh: 2%; IMPase Li inh: 11%; JMJD2E inh: -7%; NPSR antagonist: 8%[46.1 µM]; RGS12 GoLoco inh: 2%

What do the screens show for `Cc1ccc(-c2c(C(=O)NNC(=S)NCC3CCCO3)csc2C)cc1` (stereo unspecified)?
RECQ1 inh: 25%; KinaseGlo FLuc: 4%; Epigenetic reg: 0.0%; SMN2 splice enh: -11%; IMPase Li inh: 4%; JMJD2E inh: 10%; NPSR antagonist: -20%; RGS12 GoLoco inh: 18%

Results for C[C@@H](Oc1ccccc1)c1nnn(Cc2ccccc2)c1-c1c([C@@H](C)Oc2ccccc2)nnn1Cc1ccccc1 ?
RECQ1 inh: -15%; Epigenetic reg: -1.2%; JMJD2E inh: -13%; NPSR antagonist: -25%; RGS12 GoLoco inh: 0%

What do the screens show for `Cc1nc(C)c(C(=O)Nc2cccc(C)c2C)o1`?
RECQ1 inh: -6%; KinaseGlo FLuc: 1%; Epigenetic reg: 0.0%; SMN2 splice enh: -7%; IMPase Li inh: 6%; JMJD2E inh: -5%; NPSR antagonist: 2%; RGS12 GoLoco inh: 11%

How did CCN(CC)CCOc1ncnc2c1oc1ccccc12 do in these assays?
RECQ1 inh: -3%; KinaseGlo FLuc: -1%; Epigenetic reg: 1.2%; SMN2 splice enh: -2%; IMPase Li inh: 9%[38.3 µM]; JMJD2E inh: 3%; NPSR antagonist: -6%[46.1 µM]; RGS12 GoLoco inh: 1%

What do the screens show for `Cc1c(NC(=O)c2ccco2)cccc1-c1nc2cccnc2s1`?
RECQ1 inh: -29%; KinaseGlo FLuc: -3%; Epigenetic reg: -0.6%; SMN2 splice enh: -11%; IMPase Li inh: 23%[38.3 µM]; JMJD2E inh: inconclusive; NPSR antagonist: -2%[46.1 µM]; RGS12 GoLoco inh: 5%

How did CC(Cl)C(=O)c1ccc2c(c1)CCN2C(=O)C1CC1 (stereo unspecified) do in these assays?
RECQ1 inh: -7%; KinaseGlo FLuc: 10%; Epigenetic reg: 8.6%; SMN2 splice enh: 5%; IMPase Li inh: -3%; JMJD2E inh: inconclusive; NPSR antagonist: -3%; RGS12 GoLoco inh: 12%

How did Clc1ccc(OCc2nc(-c3ccccn3)no2)c(Br)c1 do in these assays?
RECQ1 inh: -1%; KinaseGlo FLuc: -11%; Epigenetic reg: 0.0%; SMN2 splice enh: 0.56µM*; IMPase Li inh: 3%; JMJD2E inh: 1%; NPSR antagonist: -7%; RGS12 GoLoco inh: 10%

How did CCC(COC(=O)Nc1cccc(C)c1C)NC(=O)OCC(C)C (stereo unspecified) do in these assays?
RECQ1 inh: inactive; KinaseGlo FLuc: 1%; Epigenetic reg: -1.0%; SMN2 splice enh: 1%; IMPase Li inh: 8%[38.3 µM]; JMJD2E inh: 3%; NPSR antagonist: -9%[46.1 µM]; RGS12 GoLoco inh: -2%

Results for O=C1CCCCCN1Cc1nnc(SCc2nc3ccccc3s2)n1-c1ccccn1 ?
RECQ1 inh: -3%; KinaseGlo FLuc: -3%; Epigenetic reg: -0.7%; SMN2 splice enh: -32%[inhibitor]; IMPase Li inh: 3%[38.3 µM]; JMJD2E inh: 1%; NPSR antagonist: -20%[46.1 µM]; RGS12 GoLoco inh: 36%[activator]

Results for O=C(NCc1ccc(F)cc1)C(c1ccccc1)N(CC1CCCO1)C(=O)Cn1nnc2ccccc21 (stereo unspecified) ?
RECQ1 inh: 0%; KinaseGlo FLuc: 0%; Epigenetic reg: 0.0%; SMN2 splice enh: -4%; IMPase Li inh: 14%; JMJD2E inh: 5%; NPSR antagonist: -19%[46.1 µM]; RGS12 GoLoco inh: 9%

How did CCN(Cc1ccccc1)Cc1cccc([N+](=O)[O-])c1 do in these assays?
RECQ1 inh: -13%; KinaseGlo FLuc: 0%; Epigenetic reg: -2.1%; SMN2 splice enh: 0%; IMPase Li inh: 8%[38.3 µM]; JMJD2E inh: 0%; NPSR antagonist: -15%[46.1 µM]; RGS12 GoLoco inh: 1%

What do the screens show for `Cc1c(Cl)c([N+](=O)[O-])nn1Cc1ccc(C(=O)Nc2ccc(Cl)cn2)o1`?
RECQ1 inh: inactive; KinaseGlo FLuc: 0%; Epigenetic reg: -3.0%; SMN2 splice enh: -19%; IMPase Li inh: 1%; JMJD2E inh: 0%; NPSR antagonist: -15%; RGS12 GoLoco inh: 9%

What do the screens show for `COc1ccc2c(c1)c(CC(=O)Nc1ccc(C)cc1)c(C)n2C(=O)c1ccc(Cl)cc1`?
RECQ1 inh: -6%; KinaseGlo FLuc: 17%; Epigenetic reg: 3.1%; SMN2 splice enh: -3%; IMPase Li inh: 36%[activator][38.3 µM]; JMJD2E inh: -2%; NPSR antagonist: -19%[46.1 µM]; RGS12 GoLoco inh: -10%

Results for O=C(Nc1nccs1)NC1CCCCC1 ?
RECQ1 inh: -4%; KinaseGlo FLuc: -1%; Epigenetic reg: -1.1%; SMN2 splice enh: 1%; IMPase Li inh: -5%[38.3 µM]; JMJD2E inh: -7%; NPSR antagonist: -2%[46.1 µM]; RGS12 GoLoco inh: 5%

What do the screens show for `CCO[C@@H]1OC(C(=O)N2CCN(Cc3ccccc3)CC2)=C[C@H](c2csc3ccccc23)[C@H]1CCCO`?
RECQ1 inh: -13%; Epigenetic reg: 0.4%; IMPase Li inh: 9%; JMJD2E inh: -4%; NPSR antagonist: inconclusive; RGS12 GoLoco inh: 0%

What do the screens show for `Cc1nc(SCc2ccccc2)c2oc3ccccc3c2n1`?
RECQ1 inh: 0%; Epigenetic reg: -2.8%; JMJD2E inh: -8%; NPSR antagonist: -27%; RGS12 GoLoco inh: 3%

How did COc1cccc(NC(=O)COC(=O)c2nc(Cl)ccc2Cl)c1 do in these assays?
RECQ1 inh: 3%; KinaseGlo FLuc: -1%; Epigenetic reg: 0.0%; SMN2 splice enh: 6%; IMPase Li inh: 9%; JMJD2E inh: 0%; NPSR antagonist: 3%; RGS12 GoLoco inh: 19%

How did O=C(c1ccc(Cn2c(=O)[nH]c3ccccc3c2=O)cc1)N1CCN(c2ccc(F)cc2)CC1 do in these assays?
RECQ1 inh: -3%; KinaseGlo FLuc: -5%; Epigenetic reg: -1.1%; SMN2 splice enh: -19%; IMPase Li inh: 12%[38.3 µM]; JMJD2E inh: inconclusive; NPSR antagonist: inconclusive; RGS12 GoLoco inh: 4%

How did CCOC(=O)c1sc(NC(=O)CCN2CCCCCC2)c(C(=O)OCC)c1C do in these assays?
RECQ1 inh: 4%; KinaseGlo FLuc: 0%; Epigenetic reg: inconclusive; SMN2 splice enh: 7%; IMPase Li inh: 14%; JMJD2E inh: inconclusive; NPSR antagonist: -10%; RGS12 GoLoco inh: 8%

Results for c1ccc2c(c1)cnc1ccccc12 ?
RECQ1 inh: inactive; Epigenetic reg: 2.2%; JMJD2E inh: inconclusive; NPSR antagonist: 4%; RGS12 GoLoco inh: 0%

Results for Cc1ccc(Cl)cc1NC(=S)NN ?
RECQ1 inh: -19%; Epigenetic reg: 0.0%; JMJD2E inh: 7%; NPSR antagonist: -10%; RGS12 GoLoco inh: 1%

What do the screens show for `CC(=O)OCC(=O)Nc1ccccc1C`?
RECQ1 inh: -6%; KinaseGlo FLuc: -1%; Epigenetic reg: 1.1%; SMN2 splice enh: -16%; IMPase Li inh: 1%; JMJD2E inh: 1%; NPSR antagonist: -3%; RGS12 GoLoco inh: -15%

How did S=C(NCC1CCCO1)Nc1ccc(Cl)c(Cl)c1 (stereo unspecified) do in these assays?
RECQ1 inh: inactive; KinaseGlo FLuc: 0%; Epigenetic reg: -1.2%; SMN2 splice enh: inconclusive; IMPase Li inh: 4%; JMJD2E inh: 1%; NPSR antagonist: -9%; RGS12 GoLoco inh: 4%

Results for O=C(CSc1nnc(Cc2ccccc2)o1)Nc1ccc2c(c1)OCO2 ?
RECQ1 inh: -3%; KinaseGlo FLuc: -4%; Epigenetic reg: -2.4%; SMN2 splice enh: -13%; IMPase Li inh: 23%[38.3 µM]; JMJD2E inh: 4%; NPSR antagonist: -18%[46.1 µM]; RGS12 GoLoco inh: 2%

Results for COc1ccc(C(C(=O)NC2CCCC2)N(C(=O)c2ccoc2C)c2ccc(C)c(C)c2)cc1 (stereo unspecified) ?
RECQ1 inh: -1%; KinaseGlo FLuc: -3%; Epigenetic reg: 0.0%; SMN2 splice enh: -12%; IMPase Li inh: 11%; JMJD2E inh: -6%; NPSR antagonist: inconclusive; RGS12 GoLoco inh: 2%

Results for OC(CN1CCOCC1)C12CC3CC(CC(C3)C1)C2 (stereo unspecified) ?
RECQ1 inh: 13%; KinaseGlo FLuc: 0%; Epigenetic reg: -1.0%; SMN2 splice enh: 7%; IMPase Li inh: 39%[38.3 µM]; JMJD2E inh: 4%; NPSR antagonist: -6%[46.1 µM]; RGS12 GoLoco inh: -2%

How did O=C(c1ccc2c3n(nc2c1)-c1ccccc1CO3)N1CCOCC1 do in these assays?
RECQ1 inh: -9%; Epigenetic reg: -1.1%; JMJD2E inh: inconclusive; NPSR antagonist: 9%; RGS12 GoLoco inh: 8%
